Compound activity deposited in PubChem by National Center for Advancing Translational Sciences (NCATS).
DRD3 agonist – qHTS of D3 Dopamine Receptor Agonist: qHTS; max activation, %; D(3) dopamine receptor (Homo sapiens), P35462; D3R DiscoveRx beta-arrestin cells, luminescence, 90 min; hit rate 0.58% among 410,000; in the data active = max activation above about 30%; note: 0% is about no effect; mostly tested at two doses, the higher about 12 µM
Target sequence (P35462 whole entry, looked up): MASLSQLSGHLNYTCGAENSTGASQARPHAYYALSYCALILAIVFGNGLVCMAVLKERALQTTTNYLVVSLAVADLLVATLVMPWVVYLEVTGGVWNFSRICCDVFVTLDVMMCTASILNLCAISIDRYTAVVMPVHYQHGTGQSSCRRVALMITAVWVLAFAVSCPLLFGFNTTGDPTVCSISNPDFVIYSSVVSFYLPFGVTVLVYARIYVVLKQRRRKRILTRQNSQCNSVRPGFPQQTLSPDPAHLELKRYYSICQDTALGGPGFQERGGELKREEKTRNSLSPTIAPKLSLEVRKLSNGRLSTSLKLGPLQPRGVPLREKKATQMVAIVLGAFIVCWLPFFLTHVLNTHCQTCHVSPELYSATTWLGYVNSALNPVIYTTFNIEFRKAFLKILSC
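Agonist mode: compounds and dopamine controls were applied to plated cells for 90 min at 37 degrees C after an overnight attachment at 1500 cells/well. Luminescent read-out followed 30 - 60 minutes at room temperature with DiscoveRx detection reagent.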
EPAC2 antag – qHTS for Antagonist of cAMP-regulated guanine nucleotide exchange factor 2 (EPAC2): primary screen | AID 720708, 2013 | Rap guanine nucleotide exchange factor 4 (Homo sapiens), Q8WZA2 | EPAC2 GEF exchange of Rap1B-BODIPY-GDP, fluorescence | hit rate 0.18% among 360,000 | Potency, µM (titrated, usually from 114 µM), for the others: at the top dose activity, negative = inhibition, hits mostly inhibitors; note: potency is the fitted concentration of half-maximal effect; % is set by controls: 0 for no effect and ±100 for the full control effect; nearly all actives have a fitted effect of over 45% in size; many of its hits are not listed in these tables
PTHR1 agonist – qHTS for PTHR1 Agonists: Primary Screen; HEK293 GP2 PTHR1 cells, GloSensor cAMP luminescence, 1 h; Potency, µM (top dose mostly 115 µM), inactives show at the highest dose activation, hits mostly activators; hit rate 0.075% among 410,000; AID 743266, 2014; note: potency is the fitted concentration of half-maximal effect; nearly all actives have a fitted effect of over 55% in size; some results filed as inactive show a strong effect at the top dose; inactives centre near -15; many of its hits are not listed in these tables
Target sequence (Q03431 whole entry, looked up): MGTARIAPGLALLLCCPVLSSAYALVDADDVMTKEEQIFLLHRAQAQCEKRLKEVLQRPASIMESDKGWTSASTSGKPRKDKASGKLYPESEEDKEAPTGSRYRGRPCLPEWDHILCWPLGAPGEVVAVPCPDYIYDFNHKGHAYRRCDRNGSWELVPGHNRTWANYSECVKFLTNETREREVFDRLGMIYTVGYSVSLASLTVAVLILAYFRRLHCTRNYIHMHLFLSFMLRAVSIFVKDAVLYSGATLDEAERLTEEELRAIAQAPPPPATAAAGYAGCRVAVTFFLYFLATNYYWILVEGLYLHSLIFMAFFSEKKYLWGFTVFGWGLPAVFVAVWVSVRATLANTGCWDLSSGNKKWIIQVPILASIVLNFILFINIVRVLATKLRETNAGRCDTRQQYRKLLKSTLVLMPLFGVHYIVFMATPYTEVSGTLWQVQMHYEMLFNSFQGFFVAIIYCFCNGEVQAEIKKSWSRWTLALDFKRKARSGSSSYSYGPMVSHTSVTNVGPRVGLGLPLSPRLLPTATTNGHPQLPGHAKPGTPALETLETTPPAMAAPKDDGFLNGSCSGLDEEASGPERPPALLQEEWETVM
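HEK-293-derived GP2 cells expressing PTHR1 and a GloSensor cAMP reporter, 3,000/well, plated overnight, given luciferin plus IBMX (each 0.5 mM as added) for 1 h at 37 °C, then compound for 1 h at 37 °C. Luminescence was read after 15 min at room temperature.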
D3 antag – qHTS of D3 Dopamine Receptor Antagonist: qHTS; D(3) dopamine receptor (Homo sapiens), P35462; max response, negative = inhibition, %; hit rate 2.5% among 360,000; D3R cells, DiscoveRx beta-arrestin luminescence, antagonist mode; stronger effect = lower value; AID 652054, 2013; in the data active = max response below about -50%; inconclusive = no clear call, values can overlap the other calls; note: % is set by controls: 0 for no effect and ±100 for the full control effect; mostly tested at two doses, the higher about 12 µM
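Cells plated overnight at 1500 cells/well, then exposed to library compounds with dopamine controls for 90 minutes at 37 degrees C. DiscoveRx reagent added for 30–60 minutes at room temperature; luminescence read, quantitative HTS format.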
CCT modulator – High-Throughput Screening for Modulators of Cytosolic Chaperonin Activity; purified chaperonin ATPase assay, HTRF ADP detection, 30 min; activity change, % (test concentration not listed), hits read low; AID 651819, 2012; hit rate 0.3% among 360,000; in the data active = activity change below about -30%; note: % is set by controls: 0 for no effect and ±100 for the full control effect
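First, chaperonin was dispensed at 40 nM or 20 nM final depending on batch activity. Next, compounds were pinned at 76 uM and ATP added at 10 uM. After 30 min at 37 °C, ADP detection reagents ran 30 min at ambient temperature.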
EPAC2 agonist – qHTS for Agonist of cAMP-regulated guanine nucleotide exchange factor 4 (EPAC2): primary screen; EPAC2 activation, biochemical qHTS; response scale: 100% = 6.5 mM cAMP response; hit rate 0.079% among 360,000; Potency, µM (series often up to 154 µM), without a hit: at the highest dose activation, usual class: activators; AID 720711, 2013; Rap guanine nucleotide exchange factor 4 (Homo sapiens), Q8WZA2; note: potency is the fitted concentration of half-maximal effect; nearly all actives have a fitted effect of over 50% in size
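Fluorescence exchange assay: 100 nM EPAC2 with 250 nM RAP1B-BODIPY-GDP and 50 uM GDP; compounds tested as a concentration-titration series (qHTS). Loss of Rap1-bound BODIPY-GDP fluorescence read at 480/540 nm; data normalized to 6.5 mM cAMP.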
MmCpn inh – Inhibitors of TCP-1 ring complex (TRiC) of Methanococcus maripaludis (MmCpn): qHTS; Chaperonin Mm-Cpn (Methanococcus maripaludis); purified Mm-Cpn ATPase, ADP Transcreener TR-FRET; Potency, µM (titrated, usually from 76.9 µM), without a hit: top-dose activity, negative = inhibition, actives largely listed as inhibitors; hit rate 0.031% among 330,000; AID 504842, 2011; note: potency is the fitted concentration of half-maximal effect; % is set by controls: 0 for no effect and ±100 for the full control effect; nearly all actives have a fitted effect of over 80% in size
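ATP (10 uM final) was added to archaeal chaperonin (25 nM final) after 10 min exposure to test compound at 37°C; after 30 min further incubation, ADP was detected by competitive TR-FRET.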
Akt phos inh – HTS Assay for Inhibitors of Akt Phophorylation: Primary Screen | hit rate 0.32% among 360,000 | Neuro2A IGF-stimulated pAkt S473 HTRF, 20 min; stronger effect = lower value | activity change, % for hits at 50 µM; in the data active = activity change below about -80%; inconclusive = mostly about -51% to -80%; note: % is set by controls: 0 for no effect and ±100 for the full control effect
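Single-point screen (50 µM final compound) in Neuro2A cells stimulated 20 min with 6 nM IGF at 37 deg C. After lysis, Ser473-phosphorylated Akt read by HTRF (ex 330 nm, em 615/665 nm) as the 665/615 ratio.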
* marks the source's active call; other numbers are inactive results; i = inactive; ? = inconclusive; · = not tested or not shown; & = joins results of further samples; [ ] = another dose, or the depositor's remark. Unless noted, calls come from the whole dose curve; as a rule, active = well fitted curve in the direction sought with a large enough effect; inconclusive = small, poorly fitted or top-dose-only effect, or another doubt; inactive = no such curve, though single readings can be large; an effect the other way counts as inactive or inconclusive.

molecule | DRD3 agonist | EPAC2 antag | PTHR1 agonist | D3 antag | CCT modulator | EPAC2 agonist | MmCpn inh | Akt phos inh
COc1ccccc1CNC(=O)C12CC3CC(CC(C3)C1)C2 | -3 | -4% | i | 7 | -2.8 | 3% | 1% | i
CC(C)Oc1ccc(C(=O)CCN2CCCCC2)cc1 | -5 | 3% | -5% | -78* | 0.5 | 5% | 2% | i
Cc1cc(C(=O)CN2C(=O)NC3(CCCc4ccccc43)C2=O)c(C)n1Cc1cccs1 (stereo not drawn) | -8 | -2% | i | ? | -2.1 | 6% | -4% | i
CCCOc1ccc(-c2nnc(-c3ccco3)o2)cc1 | -5 | 16% | -10% | 3 | 2.0 | 2% | 1% | i
O=C(/C=C/c1ccccc1Cl)Nn1cnc2ccccc2c1=O | 3 | 8%[57.1 µM] | i | -1 | 1.7 | 11% | 3% | i
COc1ccc(-c2nc3c(C)cc(Br)cn3c2Cc2ccsc2)cc1OC | 2 | ? | -7% | 44 | -6.9 | 15% | · | i
CN(CC(=O)Nc1cccc(F)c1)C(=O)/C=C/c1cc(Br)ccc1OC(F)F | -9 | -18% | -34%[inhibitor] | -54* | -4.7 | 4% | -2% | i
O=S(=O)(NCc1ccccc1Cl)c1ccc(-n2cccn2)cc1 | 0 | -8% | -34%[inhibitor] | 0 | -4.1 | 12% | 2% | i
CCOC(=O)c1cccc(NC(=O)Nc2ccc3c(c2)C(=O)OC3)c1 | 9 | 1% | -9% | -11 | -2.5 | 10% | 1% | i
COc1ccc(C(=O)NC(=S)Nc2ccc(NC(=O)c3ccco3)cc2)cc1[N+](=O)[O-] | 9 | 0% | -8% | 17 | 0.6 | 8% | 1% | i
COCCNc1ncnc2c1ncn2[C@H]1CN(Cc2cccs2)C[C@@H](CO)O1 | 12 | 20% | i | 6 | 0.4 | -3% | · | i
O=c1c(Cc2ccc(F)cc2)c(O)ccn1C1CCCCC1 | 5 | 6% | i | -2 | -4.0 | -25% | -1% | i
CC1=N/C(=C\c2ccc([N+](=O)[O-])cc2)C(=O)N1c1ccc(Cl)cc1 | -1 | 8% | -20%[57.5 µM] | -6 | 0.6 | -6% | 0% | i
CCCCCC1CC1C(=O)N/N=C/c1ccc(N(C)C)cc1 (stereo not drawn) | -9 | -8% | -11% | 17 | 1.5 | -12% | 2% | i
Cc1cccc(NC(=O)COn2nnc3ccc(S(C)(=O)=O)cc32)c1 | 1 | -2% | i | 3 | 1.3 | -2% | -15% | i
O=C(C1CCCO1)N1CCC(c2nc3ccccc3[nH]2)CC1 (stereo not drawn) | -6 | -1% | i | 7 | -2.9 | 4% | -1% | i
COc1ccc(NC(C)=[N+](C)CCNS(=O)(=O)c2ccc(Cl)cc2)cc1 | -12 | 3% | i | 9 | -1.6 | 2% | 0% | i
O=Cc1c(-c2ccc(Cl)cc2)oc2ccc(O)cc12 | -3 | -7% | ? | -1 | 1.3 | -1% | · | i
CC(=O)NC(c1ccc(F)c(F)c1)c1nc(-c2ccccc2)cs1 (stereo not drawn) | -4 | ? | i | 8 | 0.2 | 10% | · | i
O=C(NC1CCCCCC1)c1cccs1 | 5 | 19% | -4%[57.5 µM] | -6 | 2.6 | -2% | -2% | i
CCOc1ccc2[nH]c(=O)c(CN(CCO)C(=O)c3ccc(Br)cc3)cc2c1 | -1 | -7% | -3%[57.5 µM] | 18 | 1.9 | -4% | -3% | i
COc1cccc(NC(=O)c2nc(S(C)(=O)=O)ncc2Cl)c1 | -33 | 12% | -1% | -109* | -0.8 | 7% | -2% | i
COc1ccc(S(=O)(=O)N(C)CC(=O)NC2CCCC2)cc1Cl | 4 | -1% | i | 43 | -1.8 | 6% | 0% | -110%*
CCC(=O)N1CCc2cc(S(=O)(=O)CCC(=O)N3CCc4ccccc4C3)ccc21 | -1 | 3% | -1% | 6 | -1.0 | 7% | -1% | i
CC(=O)NC(NC(=S)Nc1ccccc1Br)C(Cl)(Cl)Cl (stereo not drawn) | -1 | -4% | -3% | 0 | 2.9 | 4% | 0% | i
O=C(COc1ccc(S(=O)(=O)N2CCCCC2)cc1)NCc1cccnc1 | 36* | 14% | i | 13 | 0.1 | 5% | 1% | i
Cc1cc(/C=C(\C#N)C(=O)O)c(C)n1CC(C)C | -3 | 3% | i | 10 | 0.7 | 10% | 2% | i
COc1ccc(CNC(=O)c2sc(=O)n(Cc3ccccc3C)c2C)cc1 | 1 | -3% | -12% | -28 | -3.0 | 5% | · | i
COc1ccc(NC(=S)N2CCCC(c3nc4ccc(C)cc4[nH]3)C2)cc1 (stereo not drawn) | 2 | 9% | i | 9 | 1.0 | -4% | 3% | i
CSCC[C@H](NC(=O)c1ccco1)c1nnc2ccccn12 | 8 | 6% | i | 2 | -0.2 | 10% | 2% | i
NS(=O)(=O)c1ccc(NC(=O)CCC(=O)N2CCOCC2)cc1 | -3 | 5% | i | 3 | 0.1 | -3% | 0% | i
Cc1ccc(C(=O)OCC(=O)c2c(N)n(C)c(=O)n(C)c2=O)cc1S(=O)(=O)N1CCOCC1 | 0 | -11% | -22% | 6 | -1.2 | -1% | 0% | i
COc1ccc(CN2CCNC(=O)C2CC(=O)NCc2ccc(C)s2)c(OC)c1 (stereo not drawn) | -2 | -11% | -20% | 9 | -1.0 | -1% | 1% | i
C[C@@H]1C(=O)O[C@@H]2[C@H](O)C34[C@H]5C[C@@H](C(C)(C)C)C36[C@H](OC(=O)[C@@H]6O)OC4(C(=O)O5)[C@@]12O (stereo partly drawn) | 0 | 25% | 26% | 0 | 0.7 | 9% | 0% | i
O=C(NCc1ccccc1)c1cc(=O)nc2sc(-c3ccccc3)nn12 | 3 | 7% | -2% | 4 | 0.5 | -16% | 1% | i
CC(=O)c1cccc(-c2csc(N3CCC(C(N)=O)CC3)n2)c1 | · | 3% | -12% | · | · | 8% | 0%&-1% | ·

One compound at a time (already shown). Order of values: DRD3 agonist, EPAC2 antag, PTHR1 agonist, D3 antag, CCT modulator, EPAC2 agonist, MmCpn inh, Akt phos inh
CC(=O)c1cccc(-c2csc(N3CCC(C(N)=O)CC3)n2)c1 reads ·, 3%, -12%, ·, ·, 8%, 0%&-1%, ·
COc1ccc(CN2CCNC(=O)C2CC(=O)NCc2ccc(C)s2)c(OC)c1 (stereo not drawn) reads -2, -11%, -20%, 9, -1.0, -1%, 1%, i
O=C(NCc1ccccc1)c1cc(=O)nc2sc(-c3ccccc3)nn12 reads 3, 7%, -2%, 4, 0.5, -16%, 1%, i
O=C(COc1ccc(S(=O)(=O)N2CCCCC2)cc1)NCc1cccnc1 reads 36*, 14%, i, 13, 0.1, 5%, 1%, i
COc1ccc(NC(=S)N2CCCC(c3nc4ccc(C)cc4[nH]3)C2)cc1 (stereo not drawn) reads 2, 9%, i, 9, 1.0, -4%, 3%, i

Among those listed so far, 2 contain a nitro group on carbon.
molecule | DRD3 agonist | EPAC2 antag | PTHR1 agonist | D3 antag | CCT modulator | EPAC2 agonist | MmCpn inh | Akt phos inh
COc1ccc(C(=O)NC(=S)Nc2ccc(NC(=O)c3ccco3)cc2)cc1[N+](=O)[O-] | 9 | 0% | -8% | 17 | 0.6 | 8% | 1% | i
CC1=N/C(=C\c2ccc([N+](=O)[O-])cc2)C(=O)N1c1ccc(Cl)cc1 | -1 | 8% | -20%[57.5 µM] | -6 | 0.6 | -6% | 0% | i

Following part.
molecule | DRD3 agonist | EPAC2 antag | PTHR1 agonist | D3 antag | CCT modulator | EPAC2 agonist | MmCpn inh | Akt phos inh
CCc1ccc(S(=O)(=O)Nc2ccc(-c3ccc4nncn4n3)cc2)s1 | 2 | 4% | -14% | 2 | 2.0 | -3% | 0% | i
CCC(C)NC(=O)C1c2ccccc2C(=O)N1Cc1ccc(F)cc1 (stereo not drawn) | 3 | 3% | -8% | 0 | -1.5 | 9% | 0% | i
CC(C1CC1)N(C(=O)c1ccccc1[N+](=O)[O-])c1ccccc1 (stereo not drawn) | -13 | 2% | -16% | 5 | -2.4 | 3% | 3% | i
O=S(=O)(NC1CCCCC1)c1cccc2nsnc12 | 4 | -19% | 5% | 5 | 1.9 | 4% | 0% | i
CC(C)(C)c1cc(C(=O)NNC(=O)c2ccc(Cl)cc2)no1 | 0 | 1% | -16% | -7 | -2.0 | 10% | 1% | i
c1cncc(-c2nc(NCCCn3ccnc3)c3ccccc3n2)c1 | 4 | 12% | i | 10 | -0.1 | 3% | -1% | i
Cc1ccc(C)c(S(=O)(=O)N2CCN(C(=O)c3ccc(C)s3)CC2)c1 | 3 | -4% | -31%[inhibitor] | 11 | -3.5 | 7% | 0% | i
C=CCn1c(SCC(=O)N(CC)C2CCS(=O)(=O)C2)nnc1-c1ccccc1 (stereo not drawn) | 3 | 4% | -10% | -18 | -3.4 | -3% | 0% | i
CCOC(=O)N1CCN(C(=O)c2cc(S(=O)(=O)N3CCCC3)cn2C)CC1 | 1 | 2% | i | 12 | -0.8 | 6% | 2% | i
Cc1cc(C)c2nc(NC(=O)CN3C(=O)NC4(CCCC4)C3=O)sc2c1 | 2 | 13% | i | 13 | -1.2 | 14% | 0% | i
Cn1c(NCCN2CCCC2)nc2cc(-c3ccccc3)sc2c1=O | 3 | 5% | -22% | 20 | 0.5 | 4% | · | i
O=C(N=C1c2ccccc2CN1c1cccc(Cl)c1)c1cccnc1 | 1 | -20% | -19% | 1 | -0.7 | 5% | -1% | i
O=C(NN1C(=O)C2C(C1=O)C1C=CC2C12CC2)c1cccc(Cl)c1 (stereo not drawn) | -2 | -1% | -34%[inhibitor] | -3 | 0.9 | -1% | 2% | i
CC1(C(=O)NS(=O)(=O)c2ccc(F)cc2F)CCN1C(=O)C1(c2ccc(Cl)cc2)CC1 (stereo not drawn) | 2 | ? | -21% | 38 | -0.1 | -3% | · | i

The list is partial; count on the stated rates, not on these rows.
